CF NFkB inh: inhibitors of PAF-induced NF-kB signaling, primary screen, cell-based, GFP fluorescence, uHTS; KKLEB NF-kB-GFP reporter, GFP fluorescence overnight; 0.86% of 360,000 active; inhibition, % at 5 µM;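 active = at least 50% inhibition at 5 µM, scaled per plate between neutral and stimulator controls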;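 note: PAF is a Pseudomonas aeruginosa culture filtrate used as stimulus; plate controls were PAF-stimulated DMSO wells for no effect and unstimulated DMSO wells for full effect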
SRC2 inh: inhibition of GAL4-SRC2 driven luciferase reporter, primary screen, SRC2 inhibitor project, cell-based, luminescence; HEK293 GAL4-SRC2 luciferase reporter; inhibition, % at 9 µM; Nuclear receptor coactivator 2 (Homo sapiens), Q15596; 0.17% of 370,000 active;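 active = inhibition above the mean inhibition of all tested compounds plus 3 SD, set per campaign, cut at about 52% in these data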;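 note: 0% = DMSO treated cells and 100% = cells given Gossypol at 36 µM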
TRAIL sens C8: viability loss with TRAIL in NB7+C8 cells, primary screen, TRAIL sensitizer project, cell-based, ATPlite luminescence | AID 624354, 2012 | 1% of 360,000 active | inhibition (viability loss, TRAIL sensitization), % at 10 µM;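 active = compounds causing at least 50% loss of cell viability in the single-dose screen, relative to plate controls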
KKLEB tox: cytotoxicity in KKLEB CF airway cells, primary screen, cytotoxicity control for CF NF-kB inhibitor project, cell-based, uHTS, fluorescence assay plates | AID 602141, 2011 | 0.36% of 360,000 active | activity change (cytotoxicity), % at 5 µM | KKLEB CF airway cells viability, ATPlite luminescence, overnight; stronger effect = lower value; cells stimulated with P. aeruginosa culture filtrate;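 active = corrected activity change at or below -50% at 5 µM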
NCOA1 inh: SRC1 coactivator transcriptional activity inhibitors, primary screen, cell-based, luminescence. HEK293 GAL4-SRC1 luciferase reporter. 0.12% of 360,000 active. inhibition, % at 3.6 µM. AID 588354, 2011;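 active = inhibition above the campaign mean plus 3 SD, with each screening campaign given its own cutoff, cut at about 60% in these data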;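 note: 0% = DMSO treated cells and 100% = gossypol at 36 µM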
COUP-TFII inh: NR2F2 transcriptional activity inhibitors, primary screen, cell-based, luciferase reporter, HEK293T, luminescence; COUP transcription factor 2 (Homo sapiens), P24468; HEK293T NGFI-A luciferase reporter; inhibition, % at 8.6 µM; 0.7% of 370,000 active; AID 686940, 2013;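 active = inhibition above a per-plate cutoff, mean inhibition of test wells between control levels plus 3 SD, cut at about 38% in these data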;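 note: cells cotransfected with COUP-TFII expression vector driving the NGFI-A reporter; 0% = median of COUP-TF2 test wells and 100% = reporter-only cells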
Target sequence (P24468 whole entry, looked up): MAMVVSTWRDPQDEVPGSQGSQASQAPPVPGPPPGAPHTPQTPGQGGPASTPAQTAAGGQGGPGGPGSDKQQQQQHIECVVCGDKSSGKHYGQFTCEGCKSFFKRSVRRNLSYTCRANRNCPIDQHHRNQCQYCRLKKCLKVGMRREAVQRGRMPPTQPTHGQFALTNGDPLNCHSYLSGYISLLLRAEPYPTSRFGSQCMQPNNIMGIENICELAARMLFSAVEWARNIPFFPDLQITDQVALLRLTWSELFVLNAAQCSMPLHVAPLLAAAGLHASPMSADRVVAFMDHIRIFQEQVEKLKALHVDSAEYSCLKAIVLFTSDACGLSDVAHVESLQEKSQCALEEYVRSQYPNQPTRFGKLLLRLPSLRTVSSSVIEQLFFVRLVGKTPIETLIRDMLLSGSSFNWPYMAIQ
NR5A2 inv ag: LRH-1 (NR5A2) inverse agonists, primary screen, cell-based, luminescence, HEK293T, StAR-luciferase reporter; Nuclear receptor subfamily 5 group A member 2 (Homo sapiens), O00482; LRH-1 transfected, 24 h; inhibition, % at 3.6 µM; 0.13% of 360,000 active;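 active = inhibition above the mean inhibition of all tested compounds plus 3 SD, cut at about 73% in these data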;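 note: 0% = DMSO wells and 100% = reporter-only cells lacking LRH-1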
Target sequence (O00482 whole entry, looked up): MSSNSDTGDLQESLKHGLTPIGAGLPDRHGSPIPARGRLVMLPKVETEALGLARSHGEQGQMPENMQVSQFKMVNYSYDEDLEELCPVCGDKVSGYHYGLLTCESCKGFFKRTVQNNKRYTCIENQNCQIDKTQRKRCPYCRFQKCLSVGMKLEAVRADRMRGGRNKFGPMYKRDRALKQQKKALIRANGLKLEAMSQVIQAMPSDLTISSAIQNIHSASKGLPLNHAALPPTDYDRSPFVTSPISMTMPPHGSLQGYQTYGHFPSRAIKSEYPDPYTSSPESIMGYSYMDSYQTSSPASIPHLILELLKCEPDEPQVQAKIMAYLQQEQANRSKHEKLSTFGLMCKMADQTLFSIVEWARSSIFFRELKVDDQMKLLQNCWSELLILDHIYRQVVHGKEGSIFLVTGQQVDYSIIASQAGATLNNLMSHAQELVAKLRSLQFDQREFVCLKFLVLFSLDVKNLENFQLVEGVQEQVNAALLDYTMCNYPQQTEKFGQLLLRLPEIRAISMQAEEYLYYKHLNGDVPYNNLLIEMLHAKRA
TROY signal inh: inhibitors of TROY-driven NF-kB signaling, primary screen, Q293 LMP1-TROYcd cells, NF-kB luciferase, uHTS | 0.98% of 360,000 active | Q293 LMP1-TROYcd NF-kB luciferase reporter, 4 h | AID 1347056, 2019 | inhibition, % at 10 µM;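 active = compounds whose plate-normalised and pattern-corrected inhibition of the luciferase reporter signal at the single screening dose is 50% or more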
TWEAK Fn14 block: inhibitors of TWEAK-Fn14 signaling, primary screen, luciferase reporter cells, uHTS | TWEAK-stimulated Fn14 reporter cells, luciferase luminescence, 8 h | inhibition, % at 10 µM | 2% of 360,000 active | AID 1159606, 2016; in the data active = inhibition above about 50%
SRC3 inh: SRC3 coactivator transcriptional activity inhibitors, primary screen, cell-based, luminescence | HEK293 GAL4-SRC3 luciferase reporter | inhibition, % at 3.6 µM | 0.17% of 360,000 active | AID 588352, 2011;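 active = inhibition above a per-campaign cutoff, the mean of all compounds plus 3 SD, cut at about 60% in these data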;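 note: 0% = DMSO-treated cells and 100% = gossypol-treated cells at 36 µM; higher means less SRC3-driven luciferase light from the GAL4 reporter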
LMP1 NFkB inh: EBV LMP1-driven NF-kappaB luciferase reporter inhibitors, primary screen, cell-based, luminescence, single point; LMP1-induced NF-kappaB luciferase reporter cells; 0.69% of 350,000 active; AID 504558, 2011; inhibition, % at 12.5 µM; in the data active = inhibition above about 41%;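 note: 0% = neutral control wells and 100% = reference inhibitor control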
Starred values were filed as active, the others as inactive; . = not tested or not shown.

Below each compound – CF NFkB inh | SRC2 inh | TRAIL sens C8 | KKLEB tox | NCOA1 inh | COUP-TFII inh | NR5A2 inv ag | TROY signal inh | TWEAK Fn14 block | SRC3 inh | LMP1 NFkB inh
(1) CNC(=O)CSc1nnc(-c2ccco2)n1-c1ccc(C)cc1
    -1 | -15 | 17 | 0 | -8 | -4 | -4 | 2 | -4 | -10 | 3
(2) CCc1ccc(NCCC(=O)c2ccc(Br)cc2)cc1
    2 | . | -3 | 0 | 0 | . | 0 | -36 | -13 | 10 | -6
(3) CC1(C)OC(=O)N(NCc2ccccc2)C1(C)O (centres undefined)
    -6 | 18 | -14 | 15 | 20 | 11 | 12 | -13 | -9 | 10 | 7
(4) C=CCNC(=S)Nc1ccc(Cl)cc1
    -10 | 11 | 1 | 2 | -17 | 20 | 3 | -17 | -37 | 13 | 8
(5) CCN(CC)S(=O)(=O)c1cc(C(=O)O)ccc1OC
    -12 | -19 | -8 | 15 | -8 | 23 | -19 | -10 | -7 | 5 | 3
(6) CCSc1nnc(NC(=O)C(C(F)(F)F)C(F)(F)F)s1
    -5 | 3 | -11 | 8 | -14 | -19 | -7 | 1 | -15 | 0 | -5
(7) COc1ccc(OC)c(NC(=O)C2CCCN(S(=O)(=O)c3c(C)nn(C)c3C)C2)c1 (centres undefined)
    -7 | -7 | -2 | 3 | -20 | -4 | 9 | -5 | -15 | 10 | 10
(8) CCC1(c2ccccc2)NC(=S)N(c2cccc(C)c2C)N1 (centres undefined)
    -12 | -13 | -1 | -8 | -21 | -2 | 14 | -17 | 8 | 8 | -4
(9) Cc1c(N2CCCC2)cc2c(c1NC(=O)c1ccccc1Cl)C(C)(C)CC2(C)C
    4 | 4 | 2 | -9 | 0 | 5 | 10 | 10 | 6 | 10 | 5
(10) CC(=O)Nc1ccc(S(=O)(=O)Nc2cccc(S(=O)(=O)N(C)c3ccccc3)c2)cc1
    -5 | 28 | -1 | 1 | 3 | 11 | -2 | 13 | 4 | 28 | 1
(11) CCCCCOC(=O)c1ccc(NC(=O)c2cccc(NC(=O)c3ccccc3C(=O)O)c2)cc1
    -1 | 9 | 8 | 7 | -14 | 13 | -3 | -7 | -4 | -32 | 2
(12) COc1cccc(CN=c2c([N+](=O)[O-])nn(-c3ccccc3C)n2O)c1
    11 | -12 | 28 | 19 | -2 | 19 | -5 | -9 | -5 | 19 | -12
(13) CN1CCN(C2=Cc3cc(Cl)ccc3Sc3cc(F)ccc32)CC1
    30 | -13 | 8 | -23 | -2 | -19 | -4 | -1 | 35 | 4 | -16
(14) Cc1cccc(-n2nnc(C(=O)NCc3ccccn3)c2N)c1
    -4 | -14 | -5 | 8 | -4 | -17 | -3 | -16 | 3 | 5 | 0
(15) O=S(=O)(NCCc1csc(-c2ccccc2)n1)c1ccc2c(c1)OCCO2
    -3 | 2 | -7 | 5 | 4 | 19 | 2 | 5 | 17 | 7 | 6
(16) O=C(O)c1cccn2c(=O)c3ccccc3nc12
    18 | -7 | -4 | 2 | -49 | -5 | -8 | 1 | 6 | 5 | -4
(17) Oc1c(Br)cc(/C=N/Nc2ccc(Cl)nn2)cc1Br
    -20 | -26 | -18 | 30 | -19 | -9 | -7 | 21 | -9 | -34 | -2
(18) Cc1ccc(C(=O)Nc2ccccc2[N+](=O)[O-])cc1S(=O)(=O)N1CCOCC1
    13 | 10 | -10 | 0 | -6 | 11 | 8 | -19 | 1 | -7 | 2
(19) COC(=O)c1cc(C#N)c(NCc2ccc(Cl)cc2Cl)nc1C
    2 | -2 | -4 | 2 | -9 | 2 | -18 | -1 | -9 | 10 | -6
(20) Cc1ccc(-n2ncc(C(=O)NCC3CCN(C4CCCC4)C3)c2C2CCN(C(=O)OC(C)(C)C)CC2)cc1 (centres undefined)
    -5 | -7 | 7 | 10 | 8 | 1 | -16 | -13 | -13 | -1 | 1

Full records from above. Order of values: CF NFkB inh	SRC2 inh	TRAIL sens C8	KKLEB tox	NCOA1 inh	COUP-TFII inh	NR5A2 inv ag	TROY signal inh	TWEAK Fn14 block	SRC3 inh	LMP1 NFkB inh
`O=S(=O)(NCCc1csc(-c2ccccc2)n1)c1ccc2c(c1)OCCO2` across the screens: -3	2	-7	5	4	19	2	5	17	7	6
`O=C(O)c1cccn2c(=O)c3ccccc3nc12` across the screens: 18	-7	-4	2	-49	-5	-8	1	6	5	-4

Next compounds:
Below each compound – CF NFkB inh | SRC2 inh | TRAIL sens C8 | KKLEB tox | NCOA1 inh | COUP-TFII inh | NR5A2 inv ag | TROY signal inh | TWEAK Fn14 block | SRC3 inh | LMP1 NFkB inh
(21) CCN(CC)S(=O)(=O)c1cc(OCC(N)=O)c(C)cc1Cl
    15 | -15 | -5 | 0 | 7 | -13 | 2 | 9 | -9 | 13 | 11
(22) CCOC(=O)c1c(NC(=O)C[n+]2ccccc2)sc2c1CCCC2
    12 | -12 | -5 | -2 | -19 | -25 | 5 | 5 | 7 | 21 | 8
(23) CCCNC(=O)c1ccccc1NC(=O)COc1ccc(OC)cc1
    -15 | -6 | 5 | 16 | -3 | 13 | -27 | 2 | -9 | 1 | 4
(24) O=C(O)c1cccc(S(=O)(=O)N2CCCC(c3nc4c(nnn4Cc4ccccc4Cl)c(=O)[nH]3)C2)c1 (centres undefined)
    4 | -4 | -2 | -3 | -3 | 3 | 3 | -7 | 4 | -4 | 7
(25) O=C(Cc1cccs1)N(c1ccc(Cl)cc1)C1C=CS(=O)(=O)C1 (centres undefined)
    23 | -17 | 0 | -30 | 7 | -5 | 3 | -12 | 7 | 7 | -10
(26) CC(C)C(=O)Nc1nnc(SCC(=O)Nc2ccc3c(c2)OCCO3)s1
    -24 | -2 | -9 | 12 | -3 | 10 | 22 | 11 | -32 | 5 | -5
(27) COc1ccc(Cn2cc(CN3CC(N4CCCC4)CS3(=O)=O)nn2)cc1 (centres undefined)
    . | -11 | 8 | . | . | -3 | -24 | 1 | 19 | . | .
(28) COc1ccc(C2/C(=C(/O)c3ccccc3)C(=O)C(=O)N2c2ccccn2)cc1 (centres undefined)
    15 | -70 | -9 | -6 | -20 | -9 | -7 | -57 | -11 | -13 | -7
(29) Cn1cnnc1SCC(=O)Nc1ccc2c(c1)CCC2
    4 | -30 | 22 | 5 | -6 | -9 | -24 | -18 | -13 | -2 | -14
(30) COc1cc(/C=C2/C(=O)NN(c3ccc(F)cc3)C2=O)cc([N+](=O)[O-])c1O
    -18 | 18 | 22 | 10 | 1 | 22 | -10 | -10 | -2 | 4 | -3
(31) CN(C)CCN1CCN(C2CN(Cc3cn(Cc4ccc(Cl)cc4)nn3)S(=O)(=O)C2)CC1 (centres undefined)
    . | 4 | -3 | . | . | -5 | -13 | 2 | 5 | . | .
(32) CCOC(=O)c1cnc(SCC(=O)OCC(=O)NC2CCS(=O)(=O)C2)nc1N (centres undefined)
    1 | -3 | 0 | 12 | 9 | 6 | 16 | 6 | 13 | 16 | 4
(33) CCOc1ccc(CNS(=O)(=O)c2c(C)nc3scc(C)n3c2=O)cc1OC
    6 | 4 | 2 | -4 | -17 | 20 | 9 | 7 | 21 | -1 | -3
(34) CC1(c2nnc(Cc3ccccc3)o2)CC(c2ccc(OC(F)(F)F)cc2)=NO1 (centres undefined)
    7 | -11 | 5 | -8 | -1 | 13 | 10 | 1 | -16 | 6 | -11
(35) Cn1c(=O)c2[nH]c(N=NNc3ccccc3F)nc2n(C)c1=O
    27 | -6 | -3 | -7 | 16 | -17 | -3 | -6 | -4 | 6 | -6
(36) CN1CCN(c2ccc(Cl)cc2NC(=O)/C=C/c2ccc(F)cc2)CC1
    32 | -15 | -2 | -22 | -12 | 6 | 6 | 6 | -3 | 9 | 0
(37) Cc1c(OCC(=O)NCc2ccncc2)ccc2c3c(c(=O)oc12)CCCC3
    -62 | -6 | 1 | 4 | -3 | 2 | 4 | 12 | -7 | -3 | 10
(38) Cc1cc(C)cc(CSCC(=O)NN=C2CCCCCC2)c1
    -7 | 15 | -9 | 5 | 3 | -8 | 19 | 3 | -2 | 29 | 6
(39) CN(CC(=O)Nc1ccc(N2CCOCC2)cc1)C(=O)CC(c1ccccc1)c1ccccc1
    -14 | -19 | -11 | 2 | -10 | -20 | -16 | -8 | 3 | 19 | -5
(40) CCC1CCc2c(c3ccccc3[nH]c2=O)O1 (centres undefined)
    0 | 4 | -10 | 8 | -4 | 15 | -2 | 0 | 5 | 4 | -6
(41) CCOC(=O)COn1c(SCC(=O)OCC)nc2ccccc2c1=O
    8 | -2 | -5 | -1 | 1 | 8 | 15 | 2 | 9 | -16 | -10
(42) CCOC(=O)C1C(=O)OC(C)(C)C1C(C)C(=O)c1ccccc1 (centres undefined)
    -15 | -2 | -3 | 4 | -10 | 2 | -9 | -1 | -1 | 19 | -14
(43) Cc1nnc(NC(=O)c2ccc3c(c2)C(=O)N(CCC(C)C)C3=O)s1
    -7 | -32 | 4 | 13 | -7 | 0 | -8 | -4 | -3 | 5 | 2
(44) C=CCn1c(=O)c2c3c(sc2n2c(Nc4ccc(C(=O)OCC)cc4)nnc12)CCCC3
    4 | 6 | 0 | 8 | -4 | 1 | -42 | -14 | -34 | 6 | 5
(45) O=C(CNC(=O)c1ccc(-c2ccccc2)cc1)OCc1c(F)cccc1Cl
    -8 | -22 | 3 | 6 | 5 | 2 | -7 | 17 | -9 | -3 | 6
(46) CCCCn1c(N)c(N(CCOC)C(=O)c2ccc(-c3ccccc3)cc2)c(=O)[nH]c1=O
    -1 | -3 | -8 | 9 | -13 | -5 | -18 | -1 | -6 | 7 | 4
(47) O=C(NCCNc1ccc([N+](=O)[O-])cc1)c1cc(F)c(F)cc1Cl
    -15 | 14 | -15 | -8 | 7 | 12 | -2 | -7 | -1 | 16 | .
(48) CSc1ccc(CN2CCC(C)(Oc3ccccc3)C2)cc1 (centres undefined)
    10 | -12 | -19 | -9 | 11 | 0 | -18 | 0 | -12 | -11 | .
(49) CCOC(=O)NC(=O)C(=CNc1ccccc1C)C(=O)NC(=O)OCC
    4 | 19 | 0 | 7 | -11 | 13 | -12 | -2 | -15 | 9 | 2
(50) Cc1cc(F)ccc1S(=O)(=O)N1CCCOC1CNC(=O)C(=O)NCc1ccccn1 (centres undefined)
    -48 | -1 | -2 | 19 | 3 | 4 | -5 | 1 | 2 | -14 | -9
(51) N=c1c(S(=O)(=O)c2ccc(Cl)cc2)cc2c(=O)n3ccccc3nc2n1CCc1ccccc1
    -41 | 2 | -4 | -47 | -6 | 19 | 5 | -30 | -17 | -17 | -2
(52) Cc1ccc(C(=O)N(c2ccccc2)C2CC(C)N(C(=O)c3ccco3)c3ccccc32)cc1 (centres undefined)
    7 | 33 | -2 | -4 | 3 | 34 | 8 | 6 | 28 | 21 | -15

Source: PubChem
